# Screens: PubChem BioAssay, several laboratories
# GALR2 blocker = blocks the human galanin receptor 2. O43603. GALR2-expressing cells, antagonist mode. inhibition, % at 4 µM. 0.39% of 140,000 active; in the data active means inhibition above about 27%;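 further: cells stimulated with galanin 1-16 at roughly its EC80; 0% = agonist challenge control and 100% = basal control without agonist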
# Target sequence (O43603 whole entry, looked up): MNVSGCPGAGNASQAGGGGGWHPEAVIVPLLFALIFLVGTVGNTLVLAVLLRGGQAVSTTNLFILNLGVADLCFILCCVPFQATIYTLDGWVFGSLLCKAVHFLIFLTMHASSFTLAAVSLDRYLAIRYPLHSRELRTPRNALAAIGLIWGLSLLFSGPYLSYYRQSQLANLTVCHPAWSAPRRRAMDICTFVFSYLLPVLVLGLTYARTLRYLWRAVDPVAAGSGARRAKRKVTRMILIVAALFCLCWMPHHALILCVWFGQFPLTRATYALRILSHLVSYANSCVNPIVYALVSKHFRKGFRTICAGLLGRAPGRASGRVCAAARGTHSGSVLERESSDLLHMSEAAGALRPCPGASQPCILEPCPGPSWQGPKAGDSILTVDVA
# HCT116 PTEN-null = suppresses growth of cells with PTEN deletion | viability, % at 10 µM | 1.2% of 140,000 active | HCT116 PTEN-null viability, CellTiter-Glo, 60 h; stronger effect = lower value;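 active means viability at or below a set limit, 4 SD under the median of all tested compounds, cut at about 3.7% in these data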;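 further: PTEN knockout HCT116 line with beta catenin targeted HCT116 as companion control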
# Phagocytosis inh = blocks phagocytosis by macrophages | 0.07% of 110,000 active | inhibition, % at 5 µM | J774A.1 macrophage IgG-bead phagocytosis, imaging | AID 1029;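 active means inhibition above the mean of the plate negative controls plus 5 SD, cut at about 13% in these data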;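 further: phagocytic index as fraction of beads internalized from green versus red external bead signal; plate controls were DMSO negative control for no effect and cytochalasin-D positive control for full effect; some results beyond the cut were filed as inactive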
# Yeast life ext = extends the lifespan of yeast | S. cerevisiae growth with nicotinamide, OD615; deaD strain in restrictive glucose medium | inhibition of the nicotinamide effect, % at 10 µM | 0.68% of 130,000 active | AID 775;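 active means inhibition above a set limit, placed 3 SD over the median of all compounds, cut at about 26% in these data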;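 further: 0% = nicotinamide-treated wells and 100% = cells grown without nicotinamide; some compounds called inactive have numbers as strong as hits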
#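 Test system: DeaD-strain S. cerevisiae / Buffer or medium: restrictive glucose medium / Also added: nicotinamide 1.5 mM / Doses: one concentration, 10 µM, DMSO 0.25% / Schedule: 48 h at 30 °C / Signal: OD615 measurement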
# NPY-Y2 antag = blocks the human neuropeptide Y Y2 receptor; NPY-Y2 expressing cells, antagonist mode; 0.99% of 140,000 active; AID 793; inhibition, % at 2.7 µM; P49146; in the data active means inhibition above about 17%;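 further: 0% = vehicle with agonist challenge and 100% = reference antagonist with challenge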
# Target sequence (P49146 whole entry, looked up): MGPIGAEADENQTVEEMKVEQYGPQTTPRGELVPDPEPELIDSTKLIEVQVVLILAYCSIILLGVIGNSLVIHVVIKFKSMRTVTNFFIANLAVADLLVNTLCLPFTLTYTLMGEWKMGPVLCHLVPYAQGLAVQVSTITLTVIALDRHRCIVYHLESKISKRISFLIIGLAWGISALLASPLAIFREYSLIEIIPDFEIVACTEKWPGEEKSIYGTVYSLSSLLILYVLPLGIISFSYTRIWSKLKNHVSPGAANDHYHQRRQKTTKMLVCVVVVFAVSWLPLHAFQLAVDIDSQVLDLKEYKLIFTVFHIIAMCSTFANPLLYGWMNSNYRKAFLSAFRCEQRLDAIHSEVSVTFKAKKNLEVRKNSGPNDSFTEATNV
# Measles CPE = protection of cells from measles virus | 1.5% of 140,000 active | protection (pct of control), % at 4 µM | AID 841 | Measles virus-infected cells, CPE protection, absorbance; in the data active means protection mostly above about 24%, no sharp cut-off; inactive means mostly below about 26%; further: some compounds called inactive have numbers as strong as hits
# BB579 growth dn = reduces growth of yeast BB579 in restrictive medium; S. cerevisiae BB579 growth, OD615, 48 h; inhibition, % at 10 µM; 0.51% of 140,000 active; AID 804;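 active means inhibition above a set limit, 3 SD over the mean compound inhibition, cut at about 44% in these data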; further: inactives centre near -24
#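 Material: Saccharomyces cerevisiae DeaD strain BB579, replicative lifespan model yeast; buffer or medium: CSMM-D restrictive synthetic medium containing dextrose (glucose); compound: 10 µM single dose, DMSO 0.25%; timing: 48 h compound exposure at 30 °C after 4 h preincubation; signal: turbidity as optical density at 615 nm; benchmarks: positive control amphotericin B 10 µg/mL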
# E-sel TNF inh = TNF alpha driven E-selectin expression inhibition | HUVEC TNFa-induced E-selectin immunofluorescence, high content | inhibition, % at 2 µM | 0.71% of 120,000 active;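 active means inhibition above the batch mean plus 3 SD, and confirmed as a hit on visual image review, cut at about 43% in these data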;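 further: 0% = TNF-stimulated DMSO wells and 100% = unstimulated control wells; not every result past the cut was called active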
# HCT116 bCat-KO = beta-catenin-lacking colon tumor cell growth suppression; HCT116 beta-catenin knockout viability, CellTiter-Glo, 60 h; stronger effect = lower value; viability, % at 10 µM; 1.5% of 140,000 active; AID 818;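 active means viability at or under a set limit, the compound median less 4 SD, cut at about 6% in these data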;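 further: 0% = Hyamine 1622 control at 20 µM and 100% = untreated cell control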
# MRP-1 activ = MRP-1 activation | viability increase, % at 10 µM | H69AR cells + doxorubicin, viability rescue, CellTiter-Glo | 0.61% of 140,000 active;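 active means viability gain under doxorubicin at or above a set limit, the compound median plus 3 SD, cut at about 4.7% in these data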;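 further: MRP-1 overexpressing cells given doxorubicin 25 µM after compound pretreatment; 18-22 h compound pretreatment then 72 h with doxorubicin before readout; 0% = doxorubicin-only wells and 100% = vehicle-treated cells without doxorubicin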
# Starred values were filed as active, the others as inactive; . = not tested or not shown; & = joins results of further samples.
[1] C=CCn1c(O)c(N=NC(=S)Nc2ccc(OC)c(Cl)c2)c2ccccc21
[2] CCOc1ccc(C(NC(=O)/C=C/c2ccco2)c2ccc(OC)c(OC)c2)cc1 (configuration not stated)
[3] COc1ccc(C)cc1S(=O)(=O)Nc1cccnc1
[4] CCOC(=O)CSc1nc(C2CC2)cc(-c2ccc(Cl)cc2)c1C#N
[5] COCCCNC(CC(=O)Nc1ccc(OC)cc1OC)C(=O)O (configuration not stated)
[6] Cc1ccc(NC(=O)C2CCN(S(=O)(=O)c3cccs3)CC2)cc1C
[7] Cc1cccc(NC(=O)CN2C(=O)COc3ccc(Cl)cc32)c1C
[8] COc1ccc(N(CC(=O)NCc2ccco2)S(=O)(=O)c2ccc(OC)c(OC)c2)cc1

Assay by compound	1	2	3	4	5	6	7	8
GALR2 blocker	4	-2	0	-8	-8	2	3	15
HCT116 PTEN-null	13	98	100	88	103	102	100	96
Phagocytosis inh	-1	-2	1	-9	1	-2	0	0
Yeast life ext	0	0	-4	1	101*	-13	-7	-9
NPY-Y2 antag	4	-1	6	3	1	2	13	4
Measles CPE	3	12	18	5	17	3	7	8
BB579 growth dn	-20	1	-42	-32	-22	-36	-45	-15
E-sel TNF inh	-11	.	-16	32	-31	15	-3	.
HCT116 bCat-KO	17	92	94	90	103	102	93	101
MRP-1 activ	-2.3	-3.3	-0.7	-0.8	0.3	0.4	0.8	0.1

[9] O=c1cc(N2CCN(c3ccccc3)CC2)[nH]c(=O)n1C1CCCCC1
[10] COc1ccc(C(=O)Nc2nnc(-c3cccs3)s2)cc1
[11] COC(=O)c1ccc(C(=O)OC)c(NS(C)(=O)=O)c1
[12] COc1cccc(/C=N/NC(=O)c2nc(-c3ccccc3)cc(-c3ccccc3)n2)c1
[13] Cc1ccccc1NS(=O)(=O)c1ccc(C2CNC(=O)C2)cc1 (configuration not stated)
[14] Cc1nc2cc(-c3ccc(Cl)cc3)nn2c(C)c1CCC(=O)NCc1ccco1
[15] CCCCCC(=O)N/N=C/c1ccco1
[16] CC(=O)N1CCC(N(CCN2CCOCC2)C(=S)Nc2cccc(C)c2C)CC1

Assay by compound	9	10	11	12	13	14	15	16
GALR2 blocker	-25	12	7	-4	10	20	-2	0
HCT116 PTEN-null	71	29	92	54	104	85	99	94
Phagocytosis inh	.	0	-5	.	.	0	-3	-6
Yeast life ext	-23	-7	-9	-2	2	-17	-3	-3
NPY-Y2 antag	3	1	-1	5	-1	1	2	1
Measles CPE	4	1	29	6	8	7	3	2
BB579 growth dn	-38	-39	-33	-24	-22	-10	0	-10
E-sel TNF inh	.	14	-8	-6	15	.	.	23
HCT116 bCat-KO	96	24	100	68	99	86	92	96
MRP-1 activ	-2.6	-2.2	-2.4	-4.5	0.1	-0.3	-1.1	-2.7

# Sorted by the number under Phagocytosis inh (descending): 3 of the compounds above.
No.	Molecule	Phagocytosis inh
14	Cc1nc2cc(-c3ccc(Cl)cc3)nn2c(C)c1CCC(=O)NCc1ccco1	0
11	COC(=O)c1ccc(C(=O)OC)c(NS(C)(=O)=O)c1	-5
16	CC(=O)N1CCC(N(CCN2CCOCC2)C(=S)Nc2cccc(C)c2C)CC1	-6

# (more compounds)
[17] CNc1csc(C)c(C)c1=O
[18] CC1(C)CC(=O)C=C(Nc2ccc(S(N)(=O)=O)cc2)C1
[19] COc1ccc(C2(C(=O)Nc3ccc(C(=O)N4CCOCC4)cc3)CCOCC2)cc1
[20] O=[N+]([O-])c1ccc(NNC(=S)Nc2ccc(F)cc2)cc1
[21] O=C(O)C1CSC2(c3ccc4c(c3)OCCO4)CCC(=O)N12 (configuration not stated)
[22] Cc1cccc(N2CC(C)Cn3c2nc2c3c(=O)n(CC(=O)OCc3ccccc3)c(=O)n2C)c1 (configuration not stated)
[23] Cc1nc2ccccc2n1C(=O)c1ccc(Cl)cc1[N+](=O)[O-]
[24] CN1CCc2ccccc2CC1=O

Assay by compound	17	18	19	20	21	22	23	24
GALR2 blocker	-1	7	-12	-1	-5	1	-3	6
HCT116 PTEN-null	89	89	102	78	102	65	104	94
Phagocytosis inh	.	-4	0	.	0	0	-6	-6
Yeast life ext	-21	-15	-12	.	-8	-7	-4	4
NPY-Y2 antag	-2	4	1	-4	0	9	2	0
Measles CPE	4	9	15	8	6	14	21	6
BB579 growth dn	-38	-4	-34	-23	-32	-51	-3	-27
E-sel TNF inh	.	-4	.	-1	.	16	18	2
HCT116 bCat-KO	91	93	100	67	92	67	90	99
MRP-1 activ	-1.1	-2.5	0.7	-8.0	-0.8	-1.0	-0.9	-1.4

[25] CCS(=O)(=O)c1ccc2oc(SCC(=O)NCCC3=CCCCC3)nc2c1
[26] N=c1nc(SCCC(=O)O)ss1
[27] CSCCC(NC(=O)C1CCC(C)CC1)C(=O)NCCN1CCOCC1 (configuration not stated)
[28] CCCOc1ccc(N2C(=O)CC(SC(=NC)Nc3ccc(F)cc3)C2=O)cc1 (configuration not stated)
[29] CCCNC(=O)c1csc2c1CCCCC2
[30] O=S(=O)(Nc1ccc(N2CCCCC2)cc1)c1cccc2cccnc12
[31] C/C(=N\NC(=O)c1c(Br)c(C)nn1C)c1cccc(NC(=O)C2CCC2)c1
[32] O=C(N/N=C/c1cccc([N+](=O)[O-])c1)c1ccc2nc[nH]c2c1

Assay by compound	25	26	27	28	29	30	31	32
GALR2 blocker	-5	3	-1	7	-13	-5	4	4
HCT116 PTEN-null	82	98	102	76	98	89	114	79
Phagocytosis inh	0	0	1	.	.	0	.	0
Yeast life ext	-7	0	-3	0	-10	0	-15	-15
NPY-Y2 antag	0	-1	1	-2	2	4	2	2
Measles CPE	11	3	1	26	4	10	15	15
BB579 growth dn	-21	-47	-23	-75	0	-22	-44	-4
E-sel TNF inh	25	-5	.	-9	-10	9	8	18
HCT116 bCat-KO	79	92	91	72	96	91	115	73
MRP-1 activ	-1.2	0.0	-1.5	-1.3	-1.2	-1.5	1.4	-1.4

# Filtered by structure, the entries above containing a furan ring, fused or not
[2] CCOc1ccc(C(NC(=O)/C=C/c2ccco2)c2ccc(OC)c(OC)c2)cc1 (configuration not stated)
[8] COc1ccc(N(CC(=O)NCc2ccco2)S(=O)(=O)c2ccc(OC)c(OC)c2)cc1
[14] Cc1nc2cc(-c3ccc(Cl)cc3)nn2c(C)c1CCC(=O)NCc1ccco1
[15] CCCCCC(=O)N/N=C/c1ccco1

Assay by compound	2	8	14	15
GALR2 blocker	-2	15	20	-2
HCT116 PTEN-null	98	96	85	99
Phagocytosis inh	-2	0	0	-3
Yeast life ext	0	-9	-17	-3
NPY-Y2 antag	-1	4	1	2
Measles CPE	12	8	7	3
BB579 growth dn	1	-15	-10	0
E-sel TNF inh	.	.	.	.
HCT116 bCat-KO	92	101	86	92
MRP-1 activ	-3.3	0.1	-0.3	-1.1

# (more compounds)
[33] CCOC(=O)N1CCC2(CC1)C(C(=O)C13CC4CC(CC(C4)C1)C3)C2(C#N)C#N (configuration not stated)
[34] CCOC(=O)c1sc(NC(=O)c2ccccc2F)c(C(N)=O)c1C
[35] CC1=C(C(=O)Nc2ccccc2)C(c2ccccc2)N2C(=O)CSC2=N1 (configuration not stated)
[36] CC(C)Cn1c(CN(C)Cc2ccccc2)nc2c1c(=O)n(C)c(=O)n2C
[37] COc1ccccc1NC(=O)CC(=O)CSc1nnc(-c2ccc(C)cc2)n1C
[38] CC1CCN(CCCCOc2ccccc2[N+](=O)[O-])CC1
[39] COc1cc(OC)c(OC)cc1CN1CCCC(C(=O)N2CCCCC2)C1 (configuration not stated)
[40] O=C(O)CCc1ccc(-c2ccc(F)cc2)n1CC1CCCO1 (configuration not stated)

Assay by compound	33	34	35	36	37	38	39	40
GALR2 blocker	7	1	17	-5	-8	5	-13	-1
HCT116 PTEN-null	110	98	91	57	90	94	98	94
Phagocytosis inh	-1	3	0	-1	0	.	-4	-2
Yeast life ext	0	1	-13	2	18	2	7	10
NPY-Y2 antag	0	6	2	6	3	2	3	0
Measles CPE	5	21	7	11	3	3	10	8
BB579 growth dn	-41	-26	-8	15	-65	-48	-25	-22
E-sel TNF inh	.	.	-15	.	32	8	.	-28
HCT116 bCat-KO	87	96	86	55	92	84	88	102
MRP-1 activ	-2.7	-1.0	-1.0	-2.5	-1.2	-2.2	-0.2	-0.4

[41] O=C(N/N=C/c1ccc2c(c1)OCO2)c1cc(-c2ccc(F)cc2)nc2ccccc12
[42] Cc1ccc(Cn2ccc(NC(=O)c3cc4nc(-c5ccco5)cc(C(F)(F)F)n4n3)n2)cc1
[43] CCOC(=S)SCC(=O)N1CCc2cc(OC)c(OC)cc2C1C1C(=O)CC(C)(C)CC1=O (configuration not stated)
[44] CN(CC(=O)NCCc1ccccc1)S(=O)(=O)c1cccs1
[45] CCOc1ccc(C=O)cc1CN1CCCCC1
[46] C/C(Cl)=C\Cn1c(NCCCn2ccnc2)nc2c1c(=O)n(C)c(=O)n2C
[47] CC(C)CNc1nc2c(c(=O)n(C)c(=O)n2C)n1Cc1cccc(Br)c1
[48] C(=N\n1c2ccccc2c2ccccc21)/c1ccccc1

Assay by compound	41	42	43	44	45	46	47	48
GALR2 blocker	11	-1	16	1	8	0	-7	8
HCT116 PTEN-null	40	54	101	93	101&106	89	87	81
Phagocytosis inh	-3	.	.	-1	0	0	-1	-10
Yeast life ext	3	1	7	-2	-8	-4	14	1
NPY-Y2 antag	2	1	5	2	-1	1	5	7
Measles CPE	12	2	3	1	8	14	11	12
BB579 growth dn	-44	-45	-12	38	-26	7	-64	-15
E-sel TNF inh	.	16	.	.	17	.	4	.
HCT116 bCat-KO	45	61	106	86	108	100	84	85
MRP-1 activ	-3.8	-4.2	-1.1	-1.8	1.2	-0.3	0.0	-2.5

[49] Oc1ccc(-c2cn3c(n2)SCC3)cc1O
[50] Cc1cc(NS(=O)(=O)c2ccc(NC(=O)NC(C)(C(F)(F)F)C(F)(F)F)cc2)no1
[51] Cc1ccc(S(=O)(=O)N2CC=C(C(=O)NCc3ccc(F)cc3)CC2)cc1
[52] O=C(CCN1C(=O)/C(=C/C=C/c2ccccc2)SC1=S)Nc1nc2ccccc2s1
[53] CCc1nnc(NC(=O)CSc2nnc(Cc3cccn3C)n2CCOC)s1
[54] CCN(CC)c1ccc(C(=O)OCc2cc(=O)oc3cc(O)ccc23)cc1
[55] CCOC(=O)c1c(-c2ccccc2)csc1NC(=O)COc1ccc2c(C)cc(=O)oc2c1
[56] CC1CCCCC1NC(=O)C1CCN(S(=O)(=O)N2CCC3(CC2)OCCO3)CC1 (configuration not stated)

Assay by compound	49	50	51	52	53	54	55	56
GALR2 blocker	-5	-16	16	-4	5	-1	-8	4
HCT116 PTEN-null	10	96	99	91	100	0.2*	18	94
Phagocytosis inh	-1	-3	.	-5	.	.	-9	.
Yeast life ext	2	-5	2	5	-3	0	4	-22
NPY-Y2 antag	3	1	0	0	1	1	1	1
Measles CPE	2	5	7	11	4	9	2	6
BB579 growth dn	-31	-13	-43	-71	-22	-23	-37	-20
E-sel TNF inh	-1	-2	-5	-13	-3	-12	-19	10
HCT116 bCat-KO	13	100	92	92	90	0.9*	26	90
MRP-1 activ	1.6	3.2	-1.0	-1.0	0.3	-6.6	-4.8	-2.2
